STEP inh = inhibitors of human striatal-enriched phosphatase STEP. P54829. recombinant STEP, OMFP fluorogenic substrate, fluorescence. inhibition, % at 20 µM. actives 0.25% (n = 360,000). AID 588621;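 active = inhibition at 20 µM, scaled per plate between control wells, above about 37%, limit read from the data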;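 note: 0% = DMSO with enzyme and substrate and 100% = substrate only without enzyme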
Target sequence (P54829 whole entry, looked up): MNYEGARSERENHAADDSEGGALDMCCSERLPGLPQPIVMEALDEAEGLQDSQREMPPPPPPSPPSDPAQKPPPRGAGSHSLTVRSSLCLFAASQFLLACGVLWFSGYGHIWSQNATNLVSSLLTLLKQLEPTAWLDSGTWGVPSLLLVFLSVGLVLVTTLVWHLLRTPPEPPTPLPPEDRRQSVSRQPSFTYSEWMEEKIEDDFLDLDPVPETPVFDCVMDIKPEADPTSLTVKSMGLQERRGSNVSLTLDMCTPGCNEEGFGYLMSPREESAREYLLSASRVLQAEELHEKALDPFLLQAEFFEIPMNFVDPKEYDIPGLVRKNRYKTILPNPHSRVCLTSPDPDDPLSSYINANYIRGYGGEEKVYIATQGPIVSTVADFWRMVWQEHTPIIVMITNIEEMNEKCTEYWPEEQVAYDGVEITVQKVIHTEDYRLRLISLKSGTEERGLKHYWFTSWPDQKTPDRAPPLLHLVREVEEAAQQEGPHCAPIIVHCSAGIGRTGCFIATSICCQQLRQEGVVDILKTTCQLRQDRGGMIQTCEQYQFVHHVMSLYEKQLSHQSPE
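Test system: STEP tyrosine phosphatase / Reagent: OMFP at 25 µM / Doses: 20 µM, 1% DMSO / Read-out: percent inhibition scaled to no-enzyme and uninhibited-enzyme controls, plate-pattern corrected / Detection: FITC-channel fluorescence of OMFP product / Medium: Bis-Tris buffer pH 6.0, 2.5 mM DTT, 0.005% Tween 20 / Schedule: 20 min at room temperature, dark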
DNMT1 inh = inhibitors of human DNMT1; DNMT1 molecular beacon, Hinp1I cleavage, fluorescence; inhibition (reported as % activation of signal), % at 10 µM; P26358; AID 588458; actives 0.83% (n = 360,000); in the data active = inhibition above about 50%
SUMO1-SIM PPI = SUMO1-SIM interaction modulation; P63165; SUMO1 binding to a labelled peptide, TR-FRET, 1 h; inhibition, % at 20 µM; actives 0.33% (n = 360,000); AID 602429; in the data active = inhibition above about 37%
Rpn11 block = Rpn11 (human) deubiquitinase inhibition. O00487. human 26S proteasome, Ub4-pepOG fluorescence polarization; 20S core pre-blocked with epoxomicin. AID 588493. actives 0.59% (n = 360,000). calls only at 20 µM;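 active = inhibition at 20 µM, scaled to each plate's controls, above about 33%, limit read from the data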
LMPTP block = blocks human LMPTP phosphatase; P24666; recombinant LMPTP-A, OMFP fluorogenic substrate, fluorescence intensity; inhibition, % at 20 µM; actives 0.22% (n = 360,000); AID 651560;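 active = compounds that cut the enzyme signal by at least half of the control window in the single-dose screen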;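 note: plate controls were DMSO wells with enzyme plus substrate for no effect and substrate without enzyme for full effect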
Target sequence (P24666 whole entry, looked up): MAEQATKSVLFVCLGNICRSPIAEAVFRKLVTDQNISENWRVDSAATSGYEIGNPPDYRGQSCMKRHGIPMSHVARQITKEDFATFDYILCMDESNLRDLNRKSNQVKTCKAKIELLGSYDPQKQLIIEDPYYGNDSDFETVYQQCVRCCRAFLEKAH
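Test system: LMPTP-A phosphatase enzyme. Amount: LMPTP-A at 0.625 nM final in the reaction. Reagent: OMFP substrate, 400 µM final. Times: 50 min at room temperature. Signal: endpoint fluorescence intensity from OMFP dephosphorylation. Read-out basis: % inhibition. Benchmarks: no-enzyme and uninhibited controls.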
Scp-1 inhibitor = blocks human Scp-1 phosphatase activity; Recombinant Scp1, phosphopeptide, malachite green phosphate absorbance; inhibition, % at 20 µM; actives 0.88% (n = 340,000); Q9GZU7;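 active = inhibition above about 50% at 20 µM, limit read from the data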;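 note: plate controls were DMSO wells with enzyme for no effect and wells lacking enzyme for full effect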
Target sequence (Q9GZU7 76-261 limits assumed): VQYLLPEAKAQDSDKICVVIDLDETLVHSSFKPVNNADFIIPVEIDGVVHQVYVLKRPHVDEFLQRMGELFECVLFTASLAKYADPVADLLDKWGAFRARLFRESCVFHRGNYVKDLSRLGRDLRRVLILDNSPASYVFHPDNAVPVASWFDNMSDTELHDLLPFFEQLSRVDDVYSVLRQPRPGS
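Incubation: 45 min enzyme reaction at room temperature / System: truncated SCP-1 phosphatase (76-261aa) / Reagent: Phospho 17-mer peptide substrate / Buffer or medium: Acidic Tris acetate buffer with magnesium and detergent / Signal: absorbance at 630 nm / Doses: one concentration, 20 µM, with 1.0% DMSO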
NRP1-CendR mod = alters CendR peptide binding to human NRP-1; inhibition, % at 25 µM; O14786; actives 0.85% (n = 360,000); FAM-RPARPAR peptide binding to NRP-1, fluorescence polarization;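 active = inhibition or corrected inhibition above about 18%, plus a signal ratio from 0.5 to 1.5, limit read from the data, passing the limit was not always enough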; note: strong numbers were not always called active
NadD inh = NadD (S. aureus) enzyme inhibition; purified NadD enzyme, colorimetric absorbance read-out; inhibition, % at 20 µM; actives 0.78% (n = 360,000); AID 602399; in the data active = inhibition above about 26%; note: some compounds past the cut are filed as inactive
MT1-MMP act inh = inhibitors of human MT1-MMP activation | P50281 | HT1080 RFP-PRO-GFP cells, GFP/RFP ratio fluorescence, overnight; percent of plate control window, DMSO zero | GFP/RFP ratio change, % at 20 µM | actives 0.061% (n = 360,000);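 active = GFP/RFP ratio change of at least 30% with cell ATP level not reduced by more than half and red fluorescence within 50% of control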; note: strong numbers were not always called active
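Test system: HT1080 cells expressing an RFP-PRO-GFP fluorescent reporter construct / Compound dosing: single-point 20 µM compound, 1% DMSO / Schedule: cells overnight before dosing, compound overnight, 37 °C, 5% CO2 / Evaluation: GFP/RFP fluorescence ratio / Control set: DMSO and RFP-L50D-GFP cell wells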
SKN-1 block = blocks SKN-1 activity in C. elegans. C. elegans VP596 Pgst-4::GFP/RFP ratio, acrylamide-induced, 24 h. AID 624304. inhibition, % at 21.8 µM. actives 0.49% (n = 360,000);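 active = interference check ratio from 0.5 to 1.5 plus GFP to RFP signal ratio inhibition reaching or exceeding a fixed threshold, cut at about 30% in these data, passing the limit was not always enough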; note: some compounds called inactive have numbers as strong as hits
The depositor's hits bear a star; i = inactive; . = no result given.

entry | mol | STEP inh | DNMT1 inh | SUMO1-SIM PPI | Rpn11 block | LMPTP block | Scp-1 inhibitor | NRP1-CendR mod | NadD inh | MT1-MMP act inh | SKN-1 block
1 | Cc1ccc(S(=O)(=O)NC(=O)N(C)C2CCCCC2)cc1 | -2 | 1 | -1 | i | -2.2 | -4 | 13 | -1 | 2 | -14
2 | Cc1ccc(CSc2nnc(NC(=O)C3COc4ccccc4O3)s2)cc1 (stereo not drawn) | -3 | 0 | 10 | i | 0.9 | -9 | -3 | 1 | 7 | -12
3 | CCC(=O)Nc1nc(-c2ccccc2)nc(SC)c1C(C)=O | 0 | 0 | 6 | i | 1.4 | 6 | -10 | -6 | -5 | 0
4 | Nc1ccc(Cl)cc1C(=O)OCC(=O)NC1CCS(=O)(=O)C1 (stereo not drawn) | 1 | 3 | 5 | i | -1.5 | 3 | -4 | -3 | 3 | -7
5 | CCOc1ccccc1CNc1ccc(N2CCOCC2)c(C(=O)O)c1 | 1 | -4 | 0 | i | 0.2 | -6 | 1 | 9 | 1 | 5
6 | CC1Oc2ccccc2N(CC(=O)N2CCCC2)C1=O (stereo not drawn) | -2 | 0 | -3 | i | 0.8 | -7 | -4 | -1 | 0 | -5
7 | OCC1(Cc2ccccc2Cl)CCN(C/C=C/c2ccccc2)CC1 | 0 | -4 | -5 | i | 0.2 | 0 | -1 | -8 | 0 | -2
8 | CCSc1nnc(Nc2ccccc2)s1 | 0 | 6 | 1 | i | -1.1 | -11 | 2 | 4 | -2 | 0
9 | COc1ccc2c(c1)C(SCC(=O)NCCc1ccccc1)CC(C)(C)O2 (stereo not drawn) | 2 | 6 | 5 | i | -1.3 | -4 | -28 | -1 | -1 | -15
10 | COc1ccc2[nH]c(=O)c(CN(C)C(=O)c3cccs3)cc2c1 | 3 | 2 | -5 | i | -0.9 | 6 | 3 | -8 | 1 | -12
11 | CCOC(=O)C1=C(C)NC2=C(C(=O)CCC2)C1c1ccc(O)c(OCC)c1 (stereo not drawn) | -3 | -3 | -5 | i | -0.2 | -9 | 9 | -3 | 7 | 1
12 | Cc1ccc2nc(N/N=C/c3ccccc3C#N)nc(-c3ccccc3)c2c1 | 1 | -1 | -19 | i | 2.4 | 12 | -1 | 9 | -10 | -4
13 | Cc1ccc(OCC(=O)N2CCC(Cc3ccccc3)CC2)c([N+](=O)[O-])n1 | 0 | 1 | -22 | i | -0.7 | -10 | 15 | 3 | 0 | 1
14 | COc1ccc2nc(SCC(=O)NC3CCCC3)c(C)cc2c1 | 2 | -3 | 1 | i | 1.5 | 1 | 1 | 2 | -9 | 10
15 | CS(=O)(=O)c1ccc2nc(NC(=O)CS(=O)(=O)Cc3ccccc3)sc2c1 | -3 | 0 | 0 | i | -0.1 | -6 | 8 | -4 | -2 | 10
16 | O=C(CC1(C(F)(F)F)OCCO1)Nc1ccc2c(c1)OCO2 | -2 | -3 | 0 | i | -1.7 | -3 | 4 | -1 | -1 | 8
17 | COc1ccc(/C=C2\SC(=N)N(c3ccc(F)cc3)C2=O)cc1OC | 24 | -3 | 2 | i | 31 | -3 | -7 | 3 | -4 | -3
18 | N=c1oc2ccccc2cc1C(=O)NCc1ccccc1 | 2 | -1 | -22 | i | 0.8 | -4 | -4 | -5 | 0 | 17
19 | Cc1ccc(-c2cnc(NCc3cc4c(cc3[N+](=O)[O-])OCO4)n2C)cc1C | 2 | 2 | -11 | i | -1.2 | -5 | -11 | -6 | 0 | -11
20 | CN(CC(=O)Nc1ccccc1Br)C(=O)c1ccccc1OCc1ccc(F)cc1 | -3 | 5 | 4 | i | -3.8 | -10 | 12 | -6 | 1 | -4
21 | COCCNC(=O)c1ccc2c(c1)ncn2-c1ccc(F)c(F)c1 | 1 | 4 | 2 | i | -1.4 | -12 | 0 | -2 | 2 | 3
22 | COc1ccc(C2=NN(C(=O)CSc3nc4ncc(Cl)cc4[nH]3)C(c3ccco3)C2)cc1 (stereo not drawn) | 2 | -2 | 15 | i | 2.3 | -1 | -20 | 22 | -12 | 14
23 | COc1ccc(NC(=O)CSc2nnc(C)c(=O)n2N)cc1 | -2 | 1 | -3 | i | -0.9 | -11 | 8 | -4 | -1 | 3
24 | CCCCN1C(=O)C(CC(=O)NC2CCCCC2)CC(C(=O)N(C(C)C)C(C)C)=C1C (stereo not drawn) | -4 | 3 | 3 | i | -1.9 | . | -4 | 1 | 5 | -7
25 | COc1cccc(NC(=O)N2CCCc3ccccc32)c1 | -2 | 0 | 5 | i | -0.5 | -4 | -3 | -3 | -1 | -1
26 | COc1ccc(CN2CCC[C@]3(N[C@H](c4ccc(OC)cc4)[C@@H]4C(=O)N(Cc5ccccc5)C(=O)[C@@H]43)C2=O)cc1 | 6 | 0 | -1 | i | -0.9 | . | -16 | 7 | 4 | 6
27 | O=C(Cn1cc2c(n1)CCCC2)NCc1cccnc1 | -1 | 2 | 12 | i | -1.4 | -8 | -7 | -6 | 2 | 6
28 | CCOC(=O)N1CCN(c2nc(C)c3c(n2)CC(C)CC3=O)CC1 (stereo not drawn) | 2 | 2 | 0 | i | -1.1 | -11 | -13 | -2 | 3 | -8
29 | O=C(Nc1ccccc1C(=O)Nc1ccccc1)c1ccccc1Br | 0 | -3 | -5 | i | 0.8 | -11 | -1 | -3 | -4 | -3
30 | COc1cccc(OCCNC(=O)c2cccc(OC)c2)c1 | -2 | -1 | 0 | i | 1.8 | 3 | -5 | -5 | 2 | 5
31 | Cc1ccccc1-n1nnnc1SC1CCOC1=O (stereo not drawn) | -4 | 3 | 3 | i | -1.7 | -5 | 14 | 1 | 8 | -17
32 | COc1ccc(NC(=O)CN2C(=O)COc3ccc(S(=O)(=O)N4CCCCC4)cc32)c(OC)c1 | -1 | 0 | 17 | i | -0.8 | -1 | 2 | -3 | 2 | -12
33 | CN(CCO)c1cc(Sc2nc3ccccc3s2)c2nonc2c1[N+](=O)[O-] | 3 | -13 | -12 | i | 1.3 | -6 | -3 | -1 | 3 | -3
34 | COc1ccc([N+](=O)[O-])cc1NC(=O)c1ccccc1SC | -5 | 3 | -20 | i | 0.8 | -5 | 10 | -4 | 0 | -2
35 | Cc1nc2c(-c3ccccc3)c(C)nn2c(SCC(N)=O)c1Cc1ccccc1 | -1 | -1 | 28 | i | -0.7 | -15 | -5 | -8 | -1 | -9
36 | COc1ccc(CCN2CC(C(=O)NCCc3ccccc3)CC2=O)cc1OC (stereo not drawn) | -4 | 4 | -6 | i | -1.2 | -5 | -4 | -8 | -2 | -6
37 | COc1ccc2nc(SC(C(=O)c3ccccc3)c3ccccc3)nc(C)c2c1 (stereo not drawn) | 3 | -5 | 0 | i | 2.8 | 2 | -6 | 8 | 0 | -7
38 | CC1CCN(CC(=O)Nc2ccc(Br)cc2[N+](=O)[O-])CC1 | 0 | 9 | -16 | i | 0.9 | -6 | -5 | -5 | 3 | -8
39 | COc1cc(OC)cc(C(=O)N2CCN(S(C)(=O)=O)CC2)c1 | 0 | 1 | 1 | i | -1.8 | -5 | 7 | 4 | -2 | 7
40 | COc1ccc(S(=O)(=O)Cc2ccc(C(=O)NCc3ccc(C)cc3)o2)cc1 | 1 | -5 | 5 | i | 0.3 | -10 | 6 | -2 | 1 | -1
41 | COc1ccc(CCNC(=O)CN2C(=O)c3ccccc3S2(=O)=O)cc1 | 0 | 2 | 2 | i | -2.5 | -2 | 15 | -1 | 4 | -9
42 | O=C(N/N=C/c1ccccn1)C(O)c1ccccc1 (stereo not drawn) | 2 | 0 | 1 | i | -1.5 | -2 | 6 | 1 | 2 | 7
43 | CCN(C(=O)Cn1cc(C(F)(F)F)ccc1=O)C1CCS(=O)(=O)C1 (stereo not drawn) | 2 | 4 | -4 | i | -0.2 | . | 0 | -5 | 0 | 13
44 | CC(=O)C(=Cc1cn(-c2ccccc2)nc1-c1ccccc1)C(C)=O | 2 | -2 | 2 | i | -2.6 | -3 | 1 | -2 | -6 | 9
45 | Cc1ccc(C)c(S(=O)(=O)N2CCN(C(=O)/C=C/c3ccco3)CC2)c1 | -1 | 76* | -1 | i | 3.4 | 23 | -41 | 35* | -7 | 24
46 | O=C(CN1C(=O)NC2(CCCC2)C1=O)N1CCN(S(=O)(=O)c2ccc(Cl)cc2)CC1 | 4 | 4 | 2 | i | -1.8 | -11 | 10 | -3 | -2 | -7
47 | COc1cc(C2c3cc4c(cc3C(O)C3COCC23)OCO4)cc(OC)c1OC (stereo not drawn) | -1 | -2 | 2 | i | 1.1 | -1 | -15 | 7 | . | 3
48 | CCOc1ccccc1NC(=O)NC1Cc2ccccc2C1 | -1 | 3 | 0 | i | -0.1 | -4 | 4 | -7 | -1 | -1
49 | Cc1ccc2[nH]c(-c3ccccc3)c(CN3CCCC3)c(=O)c2c1 | 1 | -4 | 3 | i | 5.1 | -3 | 0 | 6 | 4 | 6
50 | CCN(CC)C(=O)OCCc1cc2ccccc2c(=O)o1 | 0 | 11 | 3 | i | -2.4 | -6 | -11 | -3 | -1 | 4
51 | CSc1nc(C)c(C(=O)C[n+]2ccccc2)cc1C#N | 0 | 3 | 0 | i | 1.8 | -7 | 6 | -13 | -1 | -1
52 | CCc1nc2c(OCc3ccc(F)c(F)c3)cccn2c1N(C)C(=O)c1ccc(C)cc1 | 5 | -3 | 2 | i | 2.3 | . | -9 | 9 | -4 | -1
53 | O=C(COc1ccc(Cl)cc1)Nc1ccccc1CO | -12 | 1 | 0 | i | -1.0 | -6 | -2 | -2 | 7 | 1

Screening data as filed in PubChem.
